Screens deposited in PubChem by National Center for Advancing Translational Sciences (NCATS).
Tau fibril FP: tau fibrillization inhibition (FP); P10636; K18 P301L tau heparin fibrillization, Alexa594 FP, 6 h; Potency, µM (highest dose often 57.7 µM), for inactives: at the highest dose activity, negative = inhibition, usual class: inhibitors; hit rate 0.39% among 280,000; AID 1468; note: % is set by controls: 0 for no effect and ±100 for the full control effect; nearly all actives have a fitted effect of over 55% in size
Target sequence (P10636 561-689 P618L limits assumed): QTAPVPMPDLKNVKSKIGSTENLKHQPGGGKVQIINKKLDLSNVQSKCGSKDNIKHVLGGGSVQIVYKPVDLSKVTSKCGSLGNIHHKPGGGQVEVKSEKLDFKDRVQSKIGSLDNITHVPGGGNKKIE
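FP of Alexa 594-tau after heparin (20 uM) induction. Substrate: human K18 P301L, 15 uM unlabeled, 0.24 uM labeled. Buffer 100 mM sodium acetate pH 7. 6 hr, 37 C.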
HttQ103 aggreg: reduces HttQ103-GFP aggregates in PC12 cells. Potency, µM (top dose mostly 46.1 µM), without a hit: at the highest dose activity change, negative = inhibition, usual class: inhibitors. PC12 HttQ103-GFP aggregates, Acumen cytometry, 40 h. hit rate 1.1% among 220,000. AID 1688; note: % is set by controls: 0 for no effect and ±100 for the full control effect; nearly all actives have a fitted effect of over 60% in size
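Huntingtin Q103 exon 1–GFP aggregates in induced PC12 cells (100 nM tebufenozide) were quantified by cytometry from lysates, with compounds dosed in titration.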
Tau fluor cs: counter-screen for tau fibril formation inhibitors; tau K18 P301L Alexa594 fluorescence, heparin fibrillization; hit rate 0.93% among 280,000; Potency, µM (titrated, usually from 57.7 µM), for the others: top-dose activity change, negative = decrease; note: % is set by controls: 0 for no effect and ±100 for the full control effect; nearly all actives have a fitted effect of over 55% in size
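Human K18 P301L tau (15 uM unlabeled plus 0.24 uM Alexa 594-labeled, final) in 100 mM sodium acetate pH 7 was mixed with compound and 20 uM heparin and incubated 6 hr at 37 C.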
HTT cytoprotect: protects HTT-Q103 PC12 cells, measured by ATP. PC12 HTT-Q103 induced, cytoprotection, ATP luminescence, 40 h. hit rate 0.14% among 230,000. AID 1471. Potency, µM (doses to about 56.4 µM), inactives show cytoprotection (ATP increase), usual class: activators;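 note: % of control where 0% means no effect; nearly all actives have a fitted effect of over 45% in size; toxic huntingtin expression switched on by the ecdysone agonist tebufenozide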
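Compounds were screened for protection of PC12 cells against cell death after tebufenozide induction (100 nM final) of mutant Huntingtin exon 1 (Q103) fused to GFP.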
SMN2 splice enh: SMN2 splice variant enhancement; HEK293 SMN2-luciferase splicing reporter, luminescence, 30-36 h; Potency, µM (titrated, usually from 46.1 µM), for the others: at the highest dose activity change, positive = activation, hits mostly activators; hit rate 2.8% among 210,000; AID 1458; note: % of control where 0% means no effect; nearly all actives have a fitted effect of over 55% in size
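qHTS luciferase splicing reporter: luminescence rises when SMN2 exon 7 is included in transfected HEK293 cells. Compound exposure lasted 30-36 h at 37C, with 4.5 mM final sodium butyrate as control, followed by a ONE-Glo read.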
ALDH1A1 inh: ALDH1A1 (human) enzyme inhibition | P00352 | Purified ALDH1A1, NADH fluorescence, propionaldehyde substrate | Potency, µM (doses to about 75.3 µM), inactives show at the top dose activity, negative = inhibition, most hits filed as inhibitors | hit rate 7.3% among 220,000; active = well fitted inhibition curve with a large enough effect, not every such curve was filed as active; inconclusive = small, poorly fitted or top-dose-only effect, or another doubt; inactive = no such curve, though single readings can be large or run the other way;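 note: plate controls were no enzyme wells and a reference inhibitor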
Target sequence (P00352 whole entry, looked up): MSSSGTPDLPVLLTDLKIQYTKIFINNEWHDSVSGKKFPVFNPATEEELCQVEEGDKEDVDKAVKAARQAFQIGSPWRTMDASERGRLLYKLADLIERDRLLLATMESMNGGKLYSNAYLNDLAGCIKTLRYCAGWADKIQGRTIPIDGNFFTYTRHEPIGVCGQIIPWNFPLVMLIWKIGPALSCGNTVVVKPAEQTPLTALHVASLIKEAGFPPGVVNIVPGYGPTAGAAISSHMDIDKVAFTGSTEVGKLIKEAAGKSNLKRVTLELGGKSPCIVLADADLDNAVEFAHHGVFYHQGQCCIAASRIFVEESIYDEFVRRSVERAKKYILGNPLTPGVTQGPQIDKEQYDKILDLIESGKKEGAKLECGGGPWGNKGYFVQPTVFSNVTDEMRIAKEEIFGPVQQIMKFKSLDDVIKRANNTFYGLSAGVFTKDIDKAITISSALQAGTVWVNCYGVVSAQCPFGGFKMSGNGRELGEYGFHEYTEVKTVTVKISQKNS
Tau fibril ThT: inhibitors of human tau fibril formation, thioflavin T binding; P10636; recombinant tau K18 P301L (four-repeat tau fragment), heparin-induced fibrillization, ThT fluorescence; Potency, µM (highest dose often 57.4 µM), without a hit: at the top dose activity, negative = inhibition, hits mostly inhibitors; hit rate 2.1% among 270,000; note: % is set by controls: 0 for no effect and ±100 for the full control effect; nearly all actives have a fitted effect of over 55% in size
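Recombinant human tau K18 fragment […] carrying P301L, 15 uM unlabeled plus 0.24 uM Alexa 594-labeled, was fibrillized with 20 uM heparin in 100 mM sodium acetate pH 7 for 6 hr at 37 C; 30 uM ThT fluorescence read after 1 hr.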
KDM4E inh: inhibitors of human JMJD2E histone demethylase; B2RXH2; hit rate 1.6% among 230,000; JMJD2E catalytic domain, FDH-coupled NADH fluorescence (FDH is formaldehyde dehydrogenase); Potency, µM (highest dose often 57.1 µM), for inactives: top-dose activity change, negative = inhibition, most hits filed as inhibitors; AID 2147; active = well fitted inhibition curve with a large enough effect, not every such curve was filed as active; inconclusive = small, poorly fitted or top-dose-only effect, or another doubt; inactive = no such curve, though single readings can be large or run the other way;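 note: 0% = wells with enzyme and -100% = buffer wells without enzyme; nearly all actives have a fitted effect of over 50% in size; many of its hits are not listed in these tables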
Target sequence (B2RXH2 1-337 limits assumed): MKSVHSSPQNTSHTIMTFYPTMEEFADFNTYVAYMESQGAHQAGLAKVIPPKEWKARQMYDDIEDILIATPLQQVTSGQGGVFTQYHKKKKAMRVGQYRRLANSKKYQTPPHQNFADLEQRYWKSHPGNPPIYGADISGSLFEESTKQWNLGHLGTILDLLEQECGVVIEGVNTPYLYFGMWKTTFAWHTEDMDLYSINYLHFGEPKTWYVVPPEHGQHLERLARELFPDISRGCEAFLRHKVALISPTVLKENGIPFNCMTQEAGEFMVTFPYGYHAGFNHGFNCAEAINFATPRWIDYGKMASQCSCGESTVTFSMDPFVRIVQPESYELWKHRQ
* marks the source's active call; other numbers are inactive results; ? = inconclusive; nt = no result given; & = joins results of further samples; [ ] = dose if it differs, or a comment. Unless noted, calls come from the whole dose curve; as a rule, active = well fitted curve in the direction sought with a large enough effect; inconclusive = small, poorly fitted or top-dose-only effect, or another doubt; inactive = no such curve, though single readings can be large; an effect the other way counts as inactive or inconclusive. Potency is the fitted concentration of half-maximal effect.

1	Cc1c(CN2CCC(CO)(Cc3ccccc3)CC2)c2ccccc2n1C
2	CCOC(=O)CCN1C(=O)[C@H]2[C@@H]3[C@H](O)C=CC(=O)[C@H]3CC[C@H]2C1=O
3	Cn1c(CN2CCOCC2)nc2cc(NC(=O)c3ccccc3Cl)ccc21
4	O=C(Nc1cccnc1)c1cc(F)c(F)cc1Cl
5	COc1ccc2c(c1)O[C@H](c1ccc3c(c1)OCO3)[C@@H](OC(=O)N[C@H](C)C1CCCCC1)C2=O
6	COC(=O)c1[nH]c2c(c1C)C(=O)CCC2
assay / compound,1,2,3,4,5,6
Tau fibril FP,3%,-8%[11.6 µM],2%,-6%,2%&1%,-3%
HttQ103 aggreg,-14%[9.22 µM],nt,7%,0%,-31%,-18%
Tau fluor cs,-16%,-10%[11.6 µM],-3%,-10%,-9%&-18%,-2%
HTT cytoprotect,-20%[10 µM],?,-5%[10 µM],-15%,-42%[inhibitor],16%
SMN2 splice enh,-15%,nt,nt,0%,-3%&-71%,11%
ALDH1A1 inh,-1%,-2%[13.5 µM],-9%,2%,13%&-13%,-5%
Tau fibril ThT,-17%,-11%[11.5 µM],-3%,-11%,-10%&-17%,1%
KDM4E inh,-2%,nt,1%,2%,?,-3%

7	COc1ccc(-n2c(-c3ccc(Br)cc3)c[n+]3c2CCC3)cc1
8	COc1ccc(-n2c(=O)c3c4c(sc3n(Cc3ccccc3Cl)c2=O)CCC4)c(OC)c1
9	CC1CCCCN1CCNC(=O)c1ccc(Cn2c(SCc3ccccc3)nc3cccnc32)cc1 (stereo unspecified)
10	Cc1ccc2cc3cc(C(=O)N4CCCCC4C)oc3nc2c1 (stereo unspecified)
11	O=C(COC(=O)C1=COCCO1)NCc1ccc(Cl)cc1
12	CC1CCC(C(C)C)C(OP(=O)(c2ccccc2)C(O)c2ccncc2)C1 (stereo unspecified)
assay / compound,7,8,9,10,11,12
Tau fibril FP,5%,-9%,7%,-4%,2%,-4%
HttQ103 aggreg,?,nt,nt,-7%,9%,-1%
Tau fluor cs,-2%,-13%,-6%,-6%,-7%,-10%
HTT cytoprotect,-21%,nt,nt,-97%[inhibitor],-16%,-18%
SMN2 splice enh,-67%[inhibitor],0%,8%,11µM*,2%,nt
ALDH1A1 inh,9%,nt,nt,?,10%,?
Tau fibril ThT,?,-10%,1%,-14%,-5%,-19%
KDM4E inh,0%,nt,nt,?,1%,18µM*

13	O=C(COC(=O)c1cc(S(=O)(=O)N2CCOCC2)ccc1O)Nc1cc(S(=O)(=O)N2CCCC2)ccc1Cl
14	O=C(COC(=O)/C=C/c1ccc(Cl)cc1)Nc1ccccc1
15	CCC(=O)Nc1cc2c(cc1C(=O)CC)OCCO2
16	NC(=O)C1CCN(C(=S)NCCc2ccccc2)CC1
17	CCOC(=O)C1=C(C)NC(C)=C(C(=O)OCC)C1C(=O)OCC(=O)N1CCc2ccccc21
18	CCOC(=O)N1CCN(C(=O)c2ccc(OC(C)=O)cc2)CC1
assay / compound,13,14,15,16,17,18
Tau fibril FP,-7%,7%,-5%,5%,1%,0%
HttQ103 aggreg,0%[9.22 µM],-5%,-12%,18%[9.22 µM],13%,-10%
Tau fluor cs,-15%,-3%,-2%,-4%,-19%,-11%
HTT cytoprotect,9%[10 µM],-13%,-10%,13%[10 µM],-20%[10 µM],-7%
SMN2 splice enh,nt,-10%,-5%,nt,-4%,-6%
ALDH1A1 inh,nt,-11%,0%,?,10%,-3%
Tau fibril ThT,-2%,-5%,-5%,-9%,-6%,-11%
KDM4E inh,2%,8%,?,0%,?,10%

19	COc1ccc(OC)c(/C(O)=C/C(=O)C(=O)Nc2cc(C)cc(C)c2)c1
20	O=c1cc(-c2ccccc2F)oc2ccccc12
21	Cc1cnc(C(=O)Nc2ccc(S(=O)(=O)NCC(C)C)cc2)cn1
22	COCCCNC(=O)c1cc2cc([N+](=O)[O-])cc(OC)c2oc1=O
23	CCN1CCN(C(=O)CN(c2ccc(F)c(Cl)c2)S(C)(=O)=O)CC1
24	CCc1nc2ccc(C)cc2c(C(=O)NC2CCCCC2C)c1C (stereo unspecified)
assay / compound,19,20,21,22,23,24
Tau fibril FP,2%,-7%,-5%,-11%,2%,0%
HttQ103 aggreg,-17%,-24%,37%[9.22 µM],4%,-6%,23%
Tau fluor cs,-7%,-10%,10%[2.34 µM],-10%,2%,0%
HTT cytoprotect,2%,11%[1.9 µM],32%[10 µM],18%,nt,-11%
SMN2 splice enh,-6%,13µM*,nt,2%,5%,-11%
ALDH1A1 inh,-2%,-2%,1%,?,-8%,-3%
Tau fibril ThT,?,-8%,1%,-16%,4%,0%
KDM4E inh,-7%,-15%,-8%,7%,1%,1%

25	O=C(c1cccs1)N1CCC(Cc2ccccc2)CC1
26	CC(C)CN1C(=O)C(=O)N(CC(=O)N2CCC(Cc3ccccc3)CC2)C1=O
27	Cc1ccc(C(=O)NCCn2cc(SCC(=O)Nc3nnc(C)s3)c3ccccc32)cc1
28	CCOC(=O)c1c(C)c(C(=O)NCc2ccco2)c(C)n1CC
29	COc1ccc(/C=N/NC(=O)CCc2nc3ccccc3[nH]2)cc1
30	CC(=O)c1cccc(NC(=O)NC2CCCCC2)c1
assay / compound,25,26,27,28,29,30
Tau fibril FP,5%,-2%,2%,3%,9%,5%
HttQ103 aggreg,-21%,0%,18%,-5%,27%,-16%
Tau fluor cs,-4%,-11%,?,-6%,5%,10%
HTT cytoprotect,-24%[10 µM],-11%[10 µM],-60%[inhibitor],-23%,-31%[10 µM],-15%
SMN2 splice enh,-24%,6%,-55%[inhibitor],-2%,-8%,13%
ALDH1A1 inh,-2%,?,?,0%,0%,1%
Tau fibril ThT,-8%,-6%,?,-9%,-10%,9%
KDM4E inh,-2%,?,-1%,0%,2%,-4%

31	COc1cc2c(cc1OC)CN(c1ccc(-c3ccccc3OC)nn1)CC2
32	Cc1ccc(C)c(NC(=O)Cc2csc(-c3ccccc3)n2)c1
33	Cc1ccc(N(CC(=O)N/N=C/c2ccc(OCC(N)=O)cc2)S(C)(=O)=O)cc1Cl
34	COc1ccc(OCC(=O)N2CCN(C(=O)c3ccc(OC)cc3)CC2)cc1
35	COc1cc(-c2cc(C(=O)O)c3cc4c(cc3n2)OCCO4)cc(OC)c1OC
36	Cc1nc(NC(=S)NC(=O)c2cccs2)ccc1Br
assay / compound,31,32,33,34,35,36
Tau fibril FP,-6%,11%,-2%,-10%,-1%,-7%
HttQ103 aggreg,-15%,-10%,nt,nt,7%,4%
Tau fluor cs,-7%,4%,-16%,-1%,-5%,-9%
HTT cytoprotect,-64%[inhibitor],7%[10 µM],nt,nt,11%,nt
SMN2 splice enh,-26%,-8%,4%,-7%,12%,?
ALDH1A1 inh,-2%,17%,3%,nt,-2%,-2%
Tau fibril ThT,?,1%,-4%,-5%,-9%,-10%
KDM4E inh,-11%,-6%,-31%,nt,?,-8%

Single records, from the list above. Screens in order: Tau fibril FP	HttQ103 aggreg	Tau fluor cs	HTT cytoprotect	SMN2 splice enh	ALDH1A1 inh	Tau fibril ThT	KDM4E inh
COc1ccc(OCC(=O)N2CCN(C(=O)c3ccc(OC)cc3)CC2)cc1 in the list: -10%	nt	-1%	nt	-7%	nt	-5%	nt
COc1cc(-c2cc(C(=O)O)c3cc4c(cc3n2)OCCO4)cc(OC)c1OC in the list: -1%	7%	-5%	11%	12%	-2%	-9%	?
COc1cc2c(cc1OC)CN(c1ccc(-c3ccccc3OC)nn1)CC2 in the list: -6%	-15%	-7%	-64%[inhibitor]	-26%	-2%	?	-11%

Further results:
37	CCOc1ccc(Cc2nccc3cc(OCC)c(OCC)cc23)cc1OCC
38	O=C(OC(C(=O)NCC1CCCO1)c1ccc(F)cc1)c1cccs1 (stereo unspecified)
39	COc1cccc(CN2CCN(c3nc4nonc4nc3NC3CC3)CC2)c1
40	COc1ccc(NC(=O)Cn2nnc3sc4c(c3c2=O)CCC(C)C4)c(OC)c1 (stereo unspecified)
41	COC(=O)NNC(=O)c1ccccc1C
42	COc1ccc(N/C=C/C(=O)c2sc(-c3ccccc3)nc2C)cc1
assay / compound,37,38,39,40,41,42
Tau fibril FP,4%,4%,-3%,5%,10%,8%
HttQ103 aggreg,-9%[20.6 µM],-13%,5%[9.22 µM],nt,5%,-19%
Tau fluor cs,-9%,0%,-10%,?,-7%,?
HTT cytoprotect,-77%[inhibitor],5%[10 µM],11%[10 µM],nt,2%,-69%[inhibitor]
SMN2 splice enh,-60%[inhibitor],-3%,-22%,-5%,-1%,-14%
ALDH1A1 inh,9%,-1%,-10%,nt,3%,-19%
Tau fibril ThT,-10%,-7%,-6%,-14%,-10%,2.5µM*
KDM4E inh,-13%,-2%,-12%,nt,-4%,1%

43	CCC(C)NC(=O)c1c(N)n(/N=C/c2ccccn2)c2nc3ccccc3nc12 (stereo unspecified)
44	CSc1ccccc1NC(=O)c1cnc2scc(C)n2c1=O
45	O=C(COc1cccnc1[N+](=O)[O-])Nc1ccc(Cl)c(S(=O)(=O)N2CCOCC2)c1
46	N#CC1=C(N)N(c2ccccc2)C(=O)C1
47	CCOC(=O)N1CCC(NC(=O)CN2C(=O)CCSc3ccccc32)CC1
48	Cc1onc(-c2ccccc2Cl)c1C(=O)N1CCc2ccccc21
49	O=S(=O)(NCC1OCCc2ccccc21)c1ccccc1 (stereo unspecified)
50	O=C(COc1ccc(S(=O)(=O)N2CCOCC2)cc1)Nc1ccc2c(c1)OCCO2
51	COC(=O)c1cc(NC(=S)N2CCN(C(=O)C3CCCO3)CC2)cc(C(=O)OC)c1 (stereo unspecified)
assay / compound,43,44,45,46,47,48,49,50,51
Tau fibril FP,8%,-8%,-3%,-5%,-11%,0%,-6%,8%,-1%
HttQ103 aggreg,-20%,-13%,-6%[9.22 µM],20%,-6%,4%,-17%,9%,-5%
Tau fluor cs,-30%,-23%,-22%,-11%,0%,-7%,-13%,-2%,0%
HTT cytoprotect,-22%,7%[10 µM],-6%[10 µM],0%,-1%,-8%[1.9 µM],-7%,-19%[0.074 µM],-19%
SMN2 splice enh,nt,?,nt,7%,-30%,?,21%,5%,nt
ALDH1A1 inh,?,?,14µM*,?,-2%,3%,7%,?,?
Tau fibril ThT,?,-11%,-12%,-17%,-5%,-7%,-12%,-2%,-6%
KDM4E inh,?,4%,5%,18%,-6%,-8%,-4%,-11%,-5%

Some of the compounds tested; rates above refer to the full screens.
